Bioassay records deposited in PubChem BioAssay by several laboratories.
Rv3671c protease: Rv3671c (M. tuberculosis) protease inhibition; 0.048% of 320,000 active; P9WHR9; inhibition, % at 5.96 µM; in the data active = inhibition above about 38%;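 also: extracellular domain of Rv3671c used as enzyme; 0% = enzyme with DMSO and 100% = no enzyme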
Target sequence (P9WHR9 whole entry, looked up, the tested form may be a part): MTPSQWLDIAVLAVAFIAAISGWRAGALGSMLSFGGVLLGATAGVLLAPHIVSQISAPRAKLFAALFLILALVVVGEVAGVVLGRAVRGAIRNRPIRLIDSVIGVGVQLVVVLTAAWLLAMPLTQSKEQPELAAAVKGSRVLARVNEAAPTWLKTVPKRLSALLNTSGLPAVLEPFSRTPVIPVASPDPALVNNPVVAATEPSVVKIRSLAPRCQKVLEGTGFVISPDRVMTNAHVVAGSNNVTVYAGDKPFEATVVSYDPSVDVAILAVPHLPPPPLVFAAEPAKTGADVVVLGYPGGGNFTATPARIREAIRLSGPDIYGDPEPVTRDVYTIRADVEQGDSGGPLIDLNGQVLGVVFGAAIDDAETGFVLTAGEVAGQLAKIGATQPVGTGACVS
PrPC surface inh: inhibitors of human cell surface prion protein PrPC; P04156; TR-FRET read-out; inhibition, % at 13.8 µM; 0.43% of 370,000 active; in the data active = inhibition above about 24%; also: 0% = median of the test wells and 100% = reference compound wells
MazEF act: MazEF (E. coli) toxin RNase activation | activation, % at 20 µM | P0AE70 | AID 504720 | 0.32% of 350,000 active | FAM/BHQ RNA-DNA oligo cleavage fluorescence, 5 h; in the data active = activation above about 50%
Target sequence (P0AE70 whole entry, looked up): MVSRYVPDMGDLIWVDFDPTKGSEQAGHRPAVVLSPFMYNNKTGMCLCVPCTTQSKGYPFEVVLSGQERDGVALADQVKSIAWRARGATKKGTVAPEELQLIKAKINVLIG
TcdB GH inh: inhibitors of Clostridioides difficile toxin B glycohydrolase; TcdB glycohydrolase enzymatic assay, plate reader; 0.24% of 350,000 active; P18177; inhibition, % at 9.99 µM; in the data active = inhibition above about 10%
DUSP3 inh: blocks human VHR1 dual specificity phosphatase; P51452; recombinant VHR phosphatase, pNPP absorbance; inhibition, % at 13.3 µM; 0.52% of 290,000 active; in the data active = inhibition above about 50%; also: some compounds called inactive have numbers as strong as hits
Target sequence (P51452 whole entry, looked up): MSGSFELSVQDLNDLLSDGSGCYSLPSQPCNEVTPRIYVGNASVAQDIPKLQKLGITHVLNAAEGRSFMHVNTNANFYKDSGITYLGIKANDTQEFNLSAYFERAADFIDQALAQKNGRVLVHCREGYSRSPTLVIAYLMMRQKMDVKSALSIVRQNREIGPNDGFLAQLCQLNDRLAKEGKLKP
Yp Topo-I inh: inhibitors of Yersinia pestis topoisomerase I; activity, % at 10 µM; Y. pestis Topo-I cleavage product accumulation, plate reader; 0.064% of 360,000 active; in the data active = activity above about 50%, passing the limit was not always enough; also: inactives centre near 2
3CLpro inhibitor: SARS-CoV 3CLpro protease inhibition; P0C6X7; recombinant SARS-CoV 3CLpro, quenched FRET peptide cleavage; inhibition, % at 6 µM; 0.14% of 290,000 active; in the data active = inhibition above about 12%
PriA SSB inh: K. pneumoniae PriA-SSBct interaction inhibition; AlphaScreen SSBct-PriA binding, biotinylated peptide; inhibition, % at 33 µM; 0.6% of 430,000 active; AID 1272365; in the data active = inhibition mostly above about 37%, no sharp cut-off; inactive = mostly below about 20%;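 also: plate controls were negative control peptide for no effect and reference peptide for full effect; strong numbers were not always called active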
Vc quorum ag: inducers of Vibrio cholerae quorum light production without autoinducers; V. cholerae BH1578 lux reporter, luminescence, 6 h; activation, % at 18.7 µM; 0.16% of 350,000 active; in the data active = activation mostly above about 9.7%, no sharp cut-off; also: not every result past the cut was called active; inactives centre near 0; reference of the scale not given here
CCHFV vOTU inh: blocks the CCHF virus ovarian tumor domain protease | CCHFV vOTU protease, Pep-AMC fluorescence | inhibition, % at 11.5 µM | 0.55% of 370,000 active; in the data active = inhibition above about 30%; also: 0% = vehicle wells with enzyme and 100% = no enzyme wells
Numbers without * were called inactive; i = inactive; x = no result given; & = joins results of further samples. Some of the compounds tested; the hit share may differ from the screen's.

Compound,PrPC surface inh,Vc quorum ag,3CLpro inhibitor,MazEF act,Yp Topo-I inh,PriA SSB inh,DUSP3 inh,CCHFV vOTU inh,Rv3671c protease,TcdB GH inh
O=C(COc1ccccc1Cl)NCCCNC(=O)c1cccnc1,-16.0,1.8,-1.0,8.1,3.4,-8.3,5.8,3.0,-5.4,-1.0
O=C(Nc1ccccc1Sc1ccccc1)c1ccccc1,-9.9,-0.3,2.9,-8.5,1.0,-93.5,11.9,6.7,-7.2,x
COc1ccc(S(=O)(=O)N(CC(=O)NCc2cccnc2)Cc2ccccc2)cc1,-5.9,-0.3,4.8,-0.1,11.0,-8.1,-0.9,-13.8,-3.7,1.4
COc1ccc(OC)c(-n2nnnc2SCC(=O)Nc2ccccc2N2CCOCC2)c1,1.2,-0.2,3.5,2.5,-6.2,-1.1,34.0,-3.5,-7.5,0.7
COc1cc(CO)cc(Br)c1OCC(=O)Nc1cccc2ccccc12,6.8,-0.5,2.2,2.7,9.2,-6.8,4.5,-4.8,-10.4,1.0
Nc1cccc(CP(=O)(c2ccccc2)c2ccccc2)c1,1.2,-0.6,x,-49.9,3.9,-3.2,x,-5.3,1.6,0.9
C/C(CC(=O)Nc1ccc(Cl)cc1C(F)(F)F)=N\NC(N)=S,-4.9,i,-10.3,10.2,-5.5,x,0.9,-7.2,4.7,1.2
O=C(NCc1cccnc1)C1CCN(c2ccc(S(=O)(=O)N3CCOCC3)cc2Cl)CC1,9.5,-0.2,3.2,6.2,-0.6,-1.0,18.5,2.6,0.0,-0.6
COc1ccc(N2C(=O)C3CCCN3C2c2cccc(C)c2)cc1Cl (stereo unspecified),-2.4,0.3,-1.1,-1.1,-5.4,0.2,-0.9,-11.4,-3.2,x
O=C(COc1ccccc1Cl)Nc1ccccc1C(=O)Nc1cccc(C(=O)O)c1,-0.1,1.0,2.8,-5.9,5.8,4.7,1.1,13.1,-9.8,-0.2
O=C(CSc1nnnn1-c1ccccc1)N1CCc2ccccc2C1,-2.1,-2.2,-3.6,1.9,6.1,-9.9,9.9,-2.0,-1.4,x
C=CCn1c(SCc2ccccc2C#N)nnc1-c1cc(Br)ccc1O,3.8,i,-0.9,1.0,27.1,8.7,-13.2,8.3,-6.3,x
CS(=O)(=O)Oc1ccc(/C=N/NC(=O)c2ccncc2)cc1,-4.9,-0.6,2.5,1.3,0.2,x,5.7,0.1,-1.9,1.2
COc1ccccc1N1CCN(C2CCN(C(=O)c3cccs3)CC2)CC1,0.5,-0.6,0.8,2.5,8.1,-8.4,17.7,-1.5,-1.6,x
COc1cccc(NC(=O)CSc2nc3ccccc3cc2Cc2ccccc2)c1,-0.4,-0.4,3.6,7.3,21.6,-13.8,43.5,11.2,-31.0,x
CCCn1c(N2CCN(CC(=O)c3c(C)n(C)c4ccccc34)CC2)nc2c1c(=O)[nH]c(=O)n2C,4.8,-0.4,-5.1,15.2,35.9,-10.0,24.0,2.6,5.3,x
CC(C)CC(O)(CC(C)C)C(=O)NNc1ccccc1,6.5,x,0.8,-0.1,1.3,6.0,22.0,-8.3,-3.6,x
COc1ccc(Br)cc1S(=O)(=O)n1nc(C)cc1C,1.9,i,-0.6,1.3,3.7,0.8,25.2,-12.7,5.2,0.9
COc1ccc(S(=O)(=O)N(C)Cc2cccs2)cc1Br,5.2,-1.6,3.6,-1.3,16.5,-34.8,4.5,-19.1,1.4,x
O=C1CCCc2c1cc(C(=O)NCc1ccco1)c(=O)n2-c1ccccc1,-3.6,i,7.5,4.1,-1.8,1.6,39.8,3.6,6.4,x
Cc1ccc(S(=O)(=O)Oc2ccccc2/C=N/NC(=O)c2nn(C)cc2[N+](=O)[O-])cc1,-25.6,-1.7,0.4,-4.2,1.0,x,30.5,-11.9,-7.7,x
COc1ccc(CC(=O)Nc2nc(-c3ccc(F)c(F)c3)cs2)cc1,14.3,0.0,3.2,27.8,-8.5,-3.2,-2.3,8.1,-30.2,1.9
COC(=O)c1ccccc1NC(=O)c1noc2c1CC(C(C)(C)C)CC2 (stereo unspecified),-3.2,i,6.6,-2.8,-7.0,2.3,-5.8,-6.9,-2.6,x
c1nc(NCCN2CCOCC2)c2c3c(sc2n1)CCCCC3,-3.9,7.1,-3.3,6.9,-0.3,-4.0,25.9,-4.8,x,x
CCOC(=O)c1c(C)n(O)c2ccc(Cl)cc2c1=O,2.6,i,-4.7,-1.5,4.4,-11.3,-0.2,-3.2,5.7,x
O=C(CN1C(=O)NC2(CCCCC2)C1=O)N1CCOCC1,8.4,i,x,-4.6,-6.2,-0.1,x,5.5,-0.5,-3.2
COc1cccc(C2CC(=O)Nc3cc4c(cc32)CCC4)c1 (stereo unspecified),18.4,i,-0.2,2.2,34.1,-0.1,-10.5,7.9,-5.8,3.1
C=CCN1C(=O)CC(C(=O)NC)SC1=Nc1ccc(C(=O)OCC)cc1 (stereo unspecified),-7.6,-0.2,5.4,2.9,-2.9,-1.6,-1.5,-5.0,-12.8,x
CN(C)Cc1nc2ccccc2c(=O)n1CC(=O)Nc1cccc(S(=O)(=O)N2CCOCC2)c1,6.3,-0.3,-1.9,5.2,4.7,-10.3,2.8,-9.9,6.6,-0.8
Cc1ccc2c(c1)N(CCC(=O)N1CCC3(CC1)OCCO3)C(=O)C(C)O2 (stereo unspecified),-1.5,i,-3.9,-7.3,-4.5,-14.9,22.8,1.0,x,x
Cc1nn2c(CN(C(=O)COc3ccccc3)c3ccccc3)nnc2c2ccccc12,-6.0,-3.3,-6.3,12.7,-5.0,-1.7,17.3,10.5,-10.3,x
Cc1cnc(NC(=O)c2ccncc2)s1,1.8,i,0.1,2.0,9.6,10.2,9.6,10.4,-10.2,4.7

3 entries from above, with two lines to a compound.
The line under a structure holds: PrPC surface inh	Vc quorum ag	3CLpro inhibitor	MazEF act	Yp Topo-I inh	PriA SSB inh	DUSP3 inh	CCHFV vOTU inh	Rv3671c protease	TcdB GH inh
C=CCN1C(=O)CC(C(=O)NC)SC1=Nc1ccc(C(=O)OCC)cc1 (stereo unspecified)
→ -7.6	-0.2	5.4	2.9	-2.9	-1.6	-1.5	-5.0	-12.8	x
CN(C)Cc1nc2ccccc2c(=O)n1CC(=O)Nc1cccc(S(=O)(=O)N2CCOCC2)c1
→ 6.3	-0.3	-1.9	5.2	4.7	-10.3	2.8	-9.9	6.6	-0.8
Cc1ccc2c(c1)N(CCC(=O)N1CCC3(CC1)OCCO3)C(=O)C(C)O2 (stereo unspecified)
→ -1.5	i	-3.9	-7.3	-4.5	-14.9	22.8	1.0	x	x

Further structures
Compound,PrPC surface inh,Vc quorum ag,3CLpro inhibitor,MazEF act,Yp Topo-I inh,PriA SSB inh,DUSP3 inh,CCHFV vOTU inh,Rv3671c protease,TcdB GH inh
c1ccc2c(c1)oc1c(Nc3ccc4c(c3)OCO4)ncnc12,-2.6,i,-0.3,3.9,-5.4,5.5,11.3,-7.9,-2.8,x
C=CCn1c(SCC(N)=O)nnc1-c1cccc(Br)c1,-2.0,i,8.8,3.0,2.2,-14.7,21.7,5.0,-4.8,x
COc1ccc(Br)cc1CN1CCCC(C(=O)N2CCCCCC2)C1 (stereo unspecified),5.8,i,-5.8,-1.2,1.8,-12.5,30.2,6.6,1.0,x
Cc1nc2ccc(C(=O)OCc3ccccc3Br)cc2nc1C,-3.2,i,-4.7,60.4*,5.3,-11.1,32.2,-14.3,-16.0,1.4
COc1cc(NC(=O)C2(C)CCN2C(=O)C(C)C)cc(OC)c1OC (stereo unspecified),-1.1,i,x,x,7.5,x,x,-1.4,x,0.7
COc1ccc(C(C)(O)c2nc(-c3cccc(C(C)C)c3)cs2)cc1 (stereo unspecified),-0.4,0.5,x,x,19.6,x,x,11.9,x,0.4
NC(=O)C1=C[C@@H](c2ccccc2)C[C@@H](OCCCCO)O1,0.6,i,x,0.1,6.3,-7.8,x,2.3,-6.7,0.1
O=C(NCc1ccc(F)cc1)C1CCN(S(=O)(=O)c2cccnc2)CC1,5.6,i,1.9,7.6,1.6,-1.1,1.9,-3.6,4.8,0.6
COc1c(Br)cc2c(C)c(C(=O)O)oc2c1Br,-1.1,3.4,-0.4,-5.1,-0.4,-13.1,-11.3,-2.3,5.8,x
C/C(=N\NC(=O)CN(c1ccc(C)cc1)S(C)(=O)=O)c1cccs1,1.9,0.0,2.2,1.6,-1.8,x,21.2,0.6,-3.5,x
CN(C)N=Nc1ccc(-c2cn(Cc3ccccc3)cn2)cc1,13.6,-0.8,0.8,-15.4,21.5,20.6,8.1,-1.9,3.3,0.9
CCCc1nnc(NC(=O)CCC(=O)NCc2ccc(OC)cc2)s1,-0.2,-0.7,-1.0,9.8,-5.9,-3.0,15.5,1.5,2.2,-1.4
O=C(CCc1nc2ccccc2c(=O)[nH]1)N1CCN(c2ccc(F)cc2)CC1,11.1,-0.3,2.0,2.3,16.7,-3.4,13.6,-13.6,4.8,0.5
Cc1ccc(CNC(=O)CN2NS(=O)(=O)c3ccccc3C2=O)cc1,-2.1,-0.3,x,1.2,-1.3,x,x,6.4,x,2.0
CC(C)Cn1c(-c2ccc(F)cc2)n[nH]c1=S,4.0,-0.4,1.0,-2.7,-7.8,-13.8,1.2,18.2,6.9,x
CCOC(=O)C1CCN(C(=O)C(CCSC)NC(=O)c2ccccc2OC)CC1 (stereo unspecified),-1.6,-0.3,x,8.6,1.8,-2.4,x,-1.3,-2.9,0.7
O=C(/C=C/NCC(=O)c1ccccc1)c1ccc(Br)cc1,2.4,-0.6,4.1,-2.2,-2.3,-8.3,13.6,-5.7,-16.3,-0.1
O=S(=O)(NCC1CCCO1)c1ccc(Oc2ccccc2)cc1 (stereo unspecified),8.3,i,-1.1,-6.3,4.9,4.0&-18.8,2.6,-12.5,-5.0,x
O=C(N/N=C/c1ccc(OCc2ccccc2)cc1)c1cccs1,-1.2,i,0.3,13.1,18.0,x,15.7,0.6,-19.1,x
Fc1cccc(/C=N/Nc2ccc3ccccc3n2)c1,-5.1,i,4.1,6.1,-4.0,x,31.9,-5.4,6.6,-0.6
N#CC1=C(N)Oc2n[nH]c(-c3cccs3)c2C1c1ccccc1C(=O)O (stereo unspecified),-1.9,i,1.4,3.2,-3.2,-5.5,17.9,10.6,-19.5,0.7
Cc1ccc(SCCC(=O)OCC(=O)Nc2ncc(Cl)cc2Cl)cc1,-3.6,i,-7.2,-1.7,20.4,-19.5,-18.5,-5.3,5.3,x
Cc1cc(C)c(NC(=O)C2c3ccccc3Oc3ccccc32)c(C)c1,0.3,-0.1,-0.1,5.4,-1.2,-10.5,-8.2,-1.8,0.6,0.1
COc1ccc(-c2csc3nc(C)nc(N4CCC(C)CC4)c23)cc1OC,-0.4,-1.1,0.7,-10.5,12.4,1.2,4.0,7.3,1.1,2.7
